Source: PubChem BioAssay (several laboratories)
NR2E3 ag-1: agonists of human NR2E3 nuclear receptor | AID 602229 | inhibition of corepressor binding, % at 3.98 µM | actives 0.35% (n = 360,000) | CHO-S Gal4-NCOR/VP16-NR2E3 two-hybrid, luciferase | Q9Y5X4;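 active means inhibition above the mean of all tested compounds plus 3 SD, cut at about 70% in these data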;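 further: 0% = DMSO with NR2E3 transfected cells and 100% = cells lacking NR2E3 construct; higher means lower luciferase signal from less NR2E3 corepressor binding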
Target sequence (Q9Y5X4 whole entry, looked up, the tested form may be a part): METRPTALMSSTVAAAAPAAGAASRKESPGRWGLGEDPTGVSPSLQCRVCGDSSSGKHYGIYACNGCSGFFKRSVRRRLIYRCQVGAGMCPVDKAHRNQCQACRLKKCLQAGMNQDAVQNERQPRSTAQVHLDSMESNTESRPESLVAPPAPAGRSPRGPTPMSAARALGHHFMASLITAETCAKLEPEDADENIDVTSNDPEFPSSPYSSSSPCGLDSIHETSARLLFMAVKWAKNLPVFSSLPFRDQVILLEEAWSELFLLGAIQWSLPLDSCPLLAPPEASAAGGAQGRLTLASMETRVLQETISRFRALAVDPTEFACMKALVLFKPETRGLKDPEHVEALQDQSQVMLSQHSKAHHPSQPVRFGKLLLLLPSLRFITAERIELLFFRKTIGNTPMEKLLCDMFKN
Peg3 promoter: reduces Peg3 promoter-driven luciferase expression in HeLa. HeLa PEG-Prom luciferase reporter, luminescence, overnight. inhibition, % at 20 µM. actives 1.7% (n = 360,000). AID 588405;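 active means inhibition of at least 50% at 20 µM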
Vif inh: HIV Vif inhibition. HEK293T cells, Vif self-association by quenched fluorescence, imaging, 24 h. actives 0.35% (n = 340,000). AID 602346. inhibition, % at 7.49 µM; in the data active means inhibition above about 50%, passing the limit was not always enough; inconclusive means no clear call, values can overlap the other calls; inactive means below about 31%; further: some results filed as inactive read as strong as hits
KKLEB tox: CF airway cell cytotoxicity counter-screen; KKLEB CF airway cells viability, ATPlite luminescence, overnight; hits give low values; cells stimulated with P. aeruginosa culture filtrate; activity change (cytotoxicity), % at 5 µM; actives 0.36% (n = 360,000); AID 602141;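 active means corrected activity change at or below -50% at 5 µM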
MITF TRPM1 inh: MITF TRPM1 promoter inhibition in SK-MEL-5 cells. actives 0.83% (n = 330,000). SK-MEL-5 TRPM1 promoter luciferase, 24 h. inhibition, % at 12.5 µM;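 active means mean inhibition across replicates of 60% or more, whatever share of single replicates reaches that level; inconclusive means some that reach 60%, reason not given; inactive means mean inhibition across replicates below 60%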; further: values of inactives mirror those of a sister screen read the other way
Shn3 inh set2: reduces Shn3 3'UTR luciferase signal in osteoblasts. inhibition, % at 12.5 µM. actives 0.52% (n = 360,000). Clone20 osteoblast Shn3 3'UTR firefly luciferase, 24 h;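 active means mean inhibition of at least 75% with every replicate also reaching 75%; inconclusive means mean inhibition at least 75% but some replicate below; inactive means mean inhibition below 75%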;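 further: 0% = median of neutral control wells and 100% = pilot-screen positive control compound; some compounds past the cut are filed as inactive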
HIF-2a inh: HIF-2a inhibition | 786-0 RCC cells HIF-2a reporter, luciferase luminescence, overnight | actives 0.72% (n = 360,000) | AID 624352 | inhibition, % at 18.8 µM;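 active means inhibition of the luminescence signal of 40% or more relative to plate controls, in a single-dose primary screen at 18.75 µM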
CaV13 ICDI inh: Disruptors of the CACNA1D IQ motif to Ca2+-dependent inactivation inhibitor domain association, primary screening, Förster resonance energy transfer in intact living …; HEK cells, CFP/YFP FRET ICDI-IQ, plate reader, 10 min; percent FRET-ratio fall versus neutral wells; actives 0.098% (n = 340,000); AID 743397; inhibition, % at 12.3 µM;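 active means mean replicate inhibition of at least 30% and at least 1% of replicates passing that level; inconclusive means only one of the two criteria is met; inactive means neither criterion is met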;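 further: 0% = median of the neutral control wells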
PDI inh: PDI (human) enzyme inhibition. AID 588391. actives 0.052% (n = 350,000). inhibition, % at 10 µM. PDI insulin aggregation turbidity, A650, 90 min. P07237;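 active means mean inhibition across replicates of 30% or more, whatever share of single replicates reach that level; inconclusive means mean inhibition below 30% while every single replicate reaches 30%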;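 further: absorbance from insulin aggregation driven by PDI reduction with DTT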
Target sequence (P07237 whole entry, looked up): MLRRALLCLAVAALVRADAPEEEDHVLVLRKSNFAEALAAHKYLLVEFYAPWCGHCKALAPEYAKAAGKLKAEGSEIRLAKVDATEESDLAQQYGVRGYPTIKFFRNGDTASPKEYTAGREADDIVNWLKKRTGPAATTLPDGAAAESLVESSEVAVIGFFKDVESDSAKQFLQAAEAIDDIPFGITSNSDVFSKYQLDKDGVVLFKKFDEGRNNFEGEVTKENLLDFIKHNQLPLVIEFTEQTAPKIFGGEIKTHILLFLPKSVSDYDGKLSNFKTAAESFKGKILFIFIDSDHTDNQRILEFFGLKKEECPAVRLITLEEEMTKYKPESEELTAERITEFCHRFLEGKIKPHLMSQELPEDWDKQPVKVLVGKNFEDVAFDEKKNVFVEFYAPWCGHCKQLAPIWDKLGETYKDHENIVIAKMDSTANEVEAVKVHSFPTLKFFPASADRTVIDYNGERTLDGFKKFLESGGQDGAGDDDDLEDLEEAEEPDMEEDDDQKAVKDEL
NR2E3 ag-2: activates human photoreceptor nuclear receptor NR2E3. GST-NR2E3/biotin-RetCOR TR-FRET, 1536-well. inhibition of corepressor binding, % at 4.78 µM. actives 0.12% (n = 320,000). AID 2300;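 active means percent inhibition above the cutoff of mean plus 3 SD of all tested compounds, set per screening campaign, cut at about 20% in these data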;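 further: 0% = DMSO wells and 100% = biotin wells as full block of FRET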
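Test system: GST-NR2E3 and biotin-RetCOR proteins | Quantity: 1.35 nM GST-tagged NR2E3 final | Medium: Tris pH 7.5 | Also added: 7 nM biotin-RetCOR | Dosing: Compound at 4.8 µM, single dose | Timing: 5 h at 4 °C | Detection: Time-resolved FRET | Read-out basis: Percent inhibition | Benchmarks: Biotin wells as high control, 0.6% DMSO wells as low control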
CF NFkB block: inhibitors of cystic fibrosis induced NF-kB; KKLEB NF-kB-GFP reporter, PAF-induced, GFP fluorescence overnight; inhibition, % at 5 µM; actives 0.86% (n = 360,000);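 active means at least 50% inhibition at 5 µM, scaled per plate between neutral and stimulator controls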;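 further: PAF is a Pseudomonas aeruginosa culture filtrate used as stimulus; plate controls were PAF-stimulated DMSO wells for no effect and unstimulated DMSO wells for full effect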
Numbers without * were called inactive; ? = inconclusive; · = no result given. Compounds were not picked by outcome; overall some 3.3% were active at least once.

Compound	NR2E3 ag-2	KKLEB tox	PDI inh	Peg3 promoter	Vif inh	CaV13 ICDI inh	MITF TRPM1 inh	Shn3 inh set2	NR2E3 ag-1	HIF-2a inh	CF NFkB block
Cc1cc(C)c(C)c(S(=O)(=O)NCc2ccc(C(=O)N3CCN(C)CC3)cc2)c1C	-2	-8	-2	4	-8	-5	-7	-11	1	9	-10
CC(C)C(=O)Nc1c2c(nn1-c1ccccc1)CSC2	1	0	13	7	2	-5	3	7	-36	3	7
Cc1c(C(=O)NCC2CCCO2)sc2nc(-c3ccc(F)cc3)cn12 (stereo not drawn)	3	6	·	-101	-5	-4	·	-13	-34	-153	18
CN1CCN(CCn2c(=S)[nH]c3ccccc3c2=O)CC1	0	1	5	10	-3	-18	1	6	-21	5	-4
COc1ccc(/C=C/C(=O)Nc2cccc(S(=O)(=O)NC3=NCCCCC3)c2)cc1OC	0	15	-3	19	-3	-5	-13	36	8	-25	-1
C=CCNC(=O)C(=O)NN=C1CCN(C)CC1	0	-3	-4	6	3	-9	-2	-9	-8	-10	-6
O=C(NCc1cccnc1)C1c2ccccc2C(=O)N1Cc1ccccc1 (stereo not drawn)	7	7	-20	8	24	-7	-20	-16	-3	13	-14
COc1ccc(CCNC(=O)CSc2nc(O)c(CCC(C)C)c(=O)[nH]2)cc1OC	2	0	0	8	-1	-4	12	-20	9	-25	-6
O=C(Nc1nc(-c2cccs2)cs1)c1ccc(S(=O)(=O)N2CCCCC2)cc1	3	1	0	23	·	-6	-4	28	2	-7	-8
C/C(=N/NC(=O)COc1cc(C)ccc1C(C)C)C(=O)O	0	-6	-3	7	12	-2	7	-7	-19	20	15
CCOC(=O)C1CCCN(CCSc2ccc(C)cc2)C1 (stereo not drawn)	-2	1	0	-17	-6	-1	-10	-4	-48	-35	-2
CCCN(C(=O)CSCc1ccccc1C)c1c(N)n(Cc2ccccc2)c(=O)[nH]c1=O	-1	-3	-2	1	-10	-6	-8	4	13	-7	17
O=C(CCOc1ccccc1)NCC(c1ccco1)N1CCCCC1 (stereo not drawn)	0	-1	4	-2	28	-4	3	10	-52	11	-22
NC(=O)NC(=O)CC1S/C(=N/N=C2\CSC(=O)N2)NC1=O (stereo not drawn)	-5	7	9	5	-1	-7	0	6	-22	22	-13
COc1ccc(OC)c(NS(=O)(=O)c2ccc(Cl)s2)c1	3	0	-2	18	4	-4	15	1	11	11	-10
Cc1ccc(N(C(=O)c2sc(C)nc2C)C(C(=O)NC(C)(C)C)c2ccncc2)cc1 (stereo not drawn)	3	-1	16	-9	5	-5	-8	-9	-20	7	15
O=C(Nc1ccc2c(c1)OCO2)C1CC(c2cccc(Br)c2)=NO1 (stereo not drawn)	0	2	-4	11	6	0	-6	2	3	1	1
Cc1ccccc1CNC(=O)C1CCCN(c2nnc(C)c3c(C)n(-c4ccccc4)nc23)C1 (stereo not drawn)	2	-6	9	63*	-5	-16	82*	-11	-24	25	-7
CCCCCCOc1ccc(/C=N/NC(=O)C2CC2)cc1	·	9	-8	-45	-8	-4	-4	-2	-7	-31	-36
c1ccc(CCn2nnnc2CN2CCN(C3CCCC3)CC2)cc1	5	4	12	7	·	·	-8	-7	-32	19	-2
COc1ccccc1N1CCN(C(=O)Oc2ccccc2)CC1	1	-4	-3	-35	0	-7	-31	-15	-3	-72	14
Cc1noc(NS(=O)(=O)c2ccc(NC(=O)CSc3nc4c(cc3C#N)CCCCC4)cc2)c1C	0	7	-2	2	1	-9	8	-5	10	5	-11
Cc1ccccc1-n1c(SCC(=O)Nc2ccccc2Cl)nc2n[nH]c(C)c2c1=N	-2	2	13	35	18	-3	-3	22	4	13	-3
C=CCNC(=O)/C(=C\c1ccc(OC)cc1)NC(=O)c1ccc([N+](=O)[O-])cc1	-3	-16	0	5	41	-14	2	4	-9	22	12
C[C@@H](NC(=O)c1nc[nH]c1C(=O)NCc1ccc(CNC(=O)OC(C)(C)C)cc1)c1ccccc1	2	-29	-7	41	5	-5	7	7	-4	25	39
COc1ccc(C2/C=C\CN(S(=O)(=O)c3ccc(C)cc3)[C@H](Cc3ccccc3)C(=O)N2Cc2ccc(F)cc2)cc1 (stereo partly drawn)	-1	3	2	-6	2	·	-1	?	-2	-1	6
COc1ccc(-c2oc3ncn4nc(Cc5ccccc5)nc4c3c2-c2ccc(OC)cc2)cc1	-49	-13	0	12	-21	-5	7	8	6	17	17
CCOc1ccc(OCC)c(NC(=O)C2CCN(c3nn4c(=O)cc(C)nc4s3)CC2)c1	4	-14	1	23	-6	·	-2	8	7	21	2
CC(c1ccon1)N(C)Cc1c(C(=O)N(C)Cc2ccccc2)nc2ccccn12 (stereo not drawn)	1	-3	1	20	15	-7	5	-39	-20	6	-4
Cc1sc(-c2c(C#N)c(N)nc3c2CCCCCC3)cc1[N+](=O)[O-]	-2	-12	4	8	13	9	5	-1	-7	16	-3
O=C(CN1CCCCC1)Nc1nc(-c2ccccc2)cs1	4	-8	2	-145	0	-4	-40	-22	-43	-166	-12
CCOC(=O)Cc1csc(/C(=N/O)C(N)=O)n1	3	-2	2	10	9	-6	8	-37	-4	1	14
Cc1cc(C(=O)NN)c(Cl)cc1Cl	5	17	-2	6	-4	0	-5	·	-53	3	-16
CCOC(=O)c1ccccc1OCc1cc(/C=N/NC(=O)c2ccncc2)ccc1OC	-5	-11	4	25	-2	-5	1	-26	-7	22	-19
CCc1ccc(NC(=O)CC2C(=O)N(c3cccc(OC)c3)C(=O)N2CCOC)cc1 (stereo not drawn)	0	-3	-2	5	3	-1	3	-5	-16	19	-14
COc1ccccc1S(=O)(=O)N(C)C[C@@H]1OCc2cnnn2CCCC(=O)N([C@@H](C)CO)C[C@H]1C	·	12	6	10	-3	-6	·	-4	-16	-3	-24
C=CCn1c(C(CC)CC)nc2ccccc21	1	1	7	13	1	-21	·	-23	-3	13	3
COc1ccc(NC(=O)C2CCCCN2S(=O)(=O)c2ccc(F)cc2)c(OC)c1 (stereo not drawn)	1	2	0	23	2	-6	2	6	6	7	4
CSCCC(NS(=O)(=O)c1cccs1)C(=O)NCc1ccc(C)cc1 (stereo not drawn)	2	10	2	5	-11	-4	16	1	-17	12	4
CC(OC(=O)Cc1n[nH]c(=O)c2ccccc12)C(=O)Nc1cccc([N+](=O)[O-])c1 (stereo not drawn)	-3	1	0	0	-5	-5	8	2	-16	18	-11
COc1ccc(CC(=O)Nc2ccc(/C(C)=N/NC(=O)c3cccc([N+](=O)[O-])c3)cc2)cc1	0	0	11	-21	-1	·	-16	-4	-23	-15	-2
CN(C(=O)CSc1nnc(Nc2ccccc2)s1)C1CCS(=O)(=O)C1 (stereo not drawn)	0	11	7	-23	5	-4	-6	0	-2	-5	-11
COC(=O)c1ccccc1NC(=O)CNc1cc(OC)c(OC)cc1C	0	4	0	-5	-2	-5	15	-34	-4	14	-9
CC1CCCN(Cc2nc3c(c(=O)n(C)c(=O)n3C)n2CCc2ccccc2)C1 (stereo not drawn)	0	-1	-4	5	30	·	11	22	-2	7	-2
Cc1cccc(C(=O)Nc2nnc(S(=O)(=O)N3CCC(C)CC3)s2)c1	-11	-4	-1	15	-9	-3	4	-2	-7	-1	6
COc1cccc(-n2nc(-c3ccnn3-c3cccc(Cl)c3)c(=O)n(C)c2=O)c1	1	-10	6	13	-2	-2	-2	10	-1	9	5
COc1cc(CC(=O)OCC(=O)Nc2ncc(Cl)cc2Cl)cc(OC)c1OC	-2	7	2	6	-4	-1	7	-6	19	14	2
CC(=O)Nc1ccc(NC=C(C#N)C#N)cc1	2	15	-4	-2	-15	1	12	-27	-41	9	-16
CC(=O)/C(=N\Nc1ccccc1Cl)Sc1nnc(-c2ccccc2)n1-c1ccccc1	4	-8	6	18	-11	-1	7	3	16	19	-7
CS(=O)(=O)c1ccc(Nc2nc(C(N)Cc3ccc(Cl)cc3)cs2)cc1 (stereo not drawn)	·	-12	-1	26	1	-5	·	22	-8	9	9

(list continues)
Compound	NR2E3 ag-2	KKLEB tox	PDI inh	Peg3 promoter	Vif inh	CaV13 ICDI inh	MITF TRPM1 inh	Shn3 inh set2	NR2E3 ag-1	HIF-2a inh	CF NFkB block
COC(=O)c1sc(N2CCN(Cc3ccccc3)CC2)nc1N	1	2	-3	-80	6	-5	-31	-2	-29	-107	-14
Cc1cc(=O)[nH]c(Nc2cccc(Cl)c2C)n1	4	-7	5	15	7	-3	7	5	-15	12	23
O=C(Cn1c(=O)c2c3c(sc2n(Cc2ccccc2)c1=O)CCCC3)NCCO	-1	2	-2	20	-3	-18	-2	1	-19	20	4
O=C(NCc1ccco1)c1ccc(NC(=O)C2COc3ccccc3O2)cc1 (stereo not drawn)	1	6	-9	-4	-2	-5	-4	21	-11	14	-4
CCOc1cc(C(=O)N[C@@H](C)C(=O)N2CCC3(CC2)NCCc2[nH]cnc23)cc(OCC)c1OCC	-2	-1	-4	-7	6	-7	-9	-11	17	-4	13
CC(=O)c1cccc(NC(=O)C2C3C=CC(C4CC34)C2C(=O)O)c1 (stereo not drawn)	-3	5	-2	-4	·	-1	-4	-4	29	6	-16
CN(C)CCNC(=O)/C(=C/c1ccc(-c2cccc([N+](=O)[O-])c2)o1)NC(=O)c1ccccc1	-5	-2	13	7	7	-6	-1	-26	-2	-11	4
CCCc1cc(NCCCN(C)C)n2c(nc3ccccc32)c1C#N	3	-19	-17	29	3	-4	-14	-12	6	26	-11
C=C[C@H](CC(C)C)N(Cc1ccccc1)S(=O)(=O)N(Cc1ccc(OC)cc1)[C@H](C=C)CC(C)C	-1	15	-6	-5	-4	-11	-3	40	1	11	-10
CCn1ncc(-c2ccnc3cc(C(=O)O)nn23)c1C	-1	-5	-4	2	0	-3	-6	-6	-24	9	3
CN(C)CC#Cc1cccc(-c2nc(C(=O)O)cc3c2[C@@H](CCO)N(S(=O)C(C)(C)C)C3)c1 (stereo partly drawn)	·	-9	·	6	·	-6	·	-12	-23	8	-15
O=c1c2cc(O)c(O)cc2oc2cc(O)c(C3OC(CO)C(O)C(O)C3O)c(O)c12 (stereo not drawn)	29*	-8	·	13	6	·	2	-15	-21	1	11
CC(=O)NCCNC(=O)Cn1nnc(-c2ccccc2)c1COc1ccc2ccccc2c1	·	13	-10	4	11	-5	·	-6	-13	3	-14
